# Screening data: PubChem BioAssay, Sanford-Burnham Center for Chemical Genomics
# A3A deaminase – APOBEC3A ssDNA deaminase inhibitors, primary screen, selectivity assay for APOBEC3G inhibitor project, biochemical, FAM/TAMRA oligo cleavage fluorescence; DNA dC->dU-editing enzyme APOBEC-3A (Homo sapiens), P31941; recombinant A3A, FAM/TAMRA ssDNA deamination fluorescence; inhibition, % at 20 µM; 330,000 compounds, 0.41% hits; AID 493011, 2011;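 active = at least 40% inhibition at 20 µM here, with at most 30% in a related deaminase screen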;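 note: plate controls were A3A with DMSO for no effect and wells lacking A3A enzyme for full effect; some results filed as inactive read as strong as hits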
# NR3A LBD binder – binders of NR3A ligand-binding domain, primary screen, biophysical, differential scanning fluorimetry, uHTS; Tm shift relative to glycine control, % at 25 µM; 340,000 compounds, 2.5% hits; NR3A LBD differential scanning fluorimetry, Tm shift; 0% = protein alone, 100% = glycine-bound protein; Glutamate receptor ionotropic, NMDA 3A (GRIN3A) ligand-binding domain;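 active = melting temperature shift of at least 10% of the positive control shift, at one fixed dose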
# EBI2 block – EBI2 receptor antagonists, beta-arrestin recruitment, primary screen, cell-based, luminescence, 7a,25-OHC stimulation, uHTS. G-protein coupled receptor 183 (Homo sapiens), P32249. 7a,25-OHC stimulated. inhibition, % at 5 µM. 360,000 compounds, 0.81% hits. AID 651636, 2012; in the data active = inhibition above about 38%;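 note: enzyme fragment complementation signal reports receptor beta-arrestin coupling in cells; 0% = agonist plus DMSO wells and 100% = wells without agonist; some results beyond the cut were filed as inactive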
# Target sequence (P32249 whole entry, looked up, the tested form may be a part): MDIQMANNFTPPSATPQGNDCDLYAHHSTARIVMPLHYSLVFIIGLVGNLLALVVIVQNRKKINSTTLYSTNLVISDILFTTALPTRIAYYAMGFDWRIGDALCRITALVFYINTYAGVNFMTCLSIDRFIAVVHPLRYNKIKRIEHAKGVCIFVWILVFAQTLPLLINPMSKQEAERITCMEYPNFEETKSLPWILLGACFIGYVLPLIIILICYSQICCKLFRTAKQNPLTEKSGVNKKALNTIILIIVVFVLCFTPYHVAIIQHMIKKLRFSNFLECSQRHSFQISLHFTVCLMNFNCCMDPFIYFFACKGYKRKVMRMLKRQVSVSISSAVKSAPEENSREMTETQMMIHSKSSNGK
# CXCR6 inh – CXCR6 receptor inhibitors, primary screen, cell-based, beta-arrestin, luminescence, CHO-K1 PathHunter, 1536-well | inhibition, % at 20 µM | AID 602244, 2012 | C-X-C chemokine receptor type 6 (Homo sapiens), O00574 | 360,000 compounds, 0.36% hits; in the data active = inhibition above about 34%, passing the limit was not always enough;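 note: antagonist mode with CXCL16 agonist at 10 nM final; 0% = 10 nM CXCL16 with DMSO and 100% = unstimulated wells without agonist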
# Target sequence (O00574 whole entry, looked up): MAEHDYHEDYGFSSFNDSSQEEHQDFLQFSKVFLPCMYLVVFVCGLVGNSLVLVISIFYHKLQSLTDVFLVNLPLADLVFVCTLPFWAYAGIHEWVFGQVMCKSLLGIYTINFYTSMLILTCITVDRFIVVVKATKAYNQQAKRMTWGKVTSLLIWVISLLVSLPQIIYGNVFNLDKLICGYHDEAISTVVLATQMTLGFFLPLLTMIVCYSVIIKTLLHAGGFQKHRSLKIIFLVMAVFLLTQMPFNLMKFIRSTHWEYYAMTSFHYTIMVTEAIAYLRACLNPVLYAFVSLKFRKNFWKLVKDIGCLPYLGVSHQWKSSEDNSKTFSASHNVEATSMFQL
# MPTP inh – mitochondrial permeability transition pore inhibitors, primary screen, biochemical, isolated mouse mitochondria, absorbance; Ca2+ swelling absorbance, 30 min; inhibition, % at 10 µM; 360,000 compounds, 1.4% hits; AID 602449, 2012;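 active = inhibition of 50% or more, scaled per plate between neutral and stimulator controls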;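 note: 0% = DMSO wells given calcium and 100% = 1 mM EGTA wells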
# Gli-Sufu block – Gli-Sufu pathway antagonists, primary screen, luciferase luminescence, Sufu-KO-LIGHT cells, uHTS | Sufu-KO-LIGHT fibroblasts, Gli luciferase reporter luminescence | inhibition, % at 5 µM | 340,000 compounds, 0.74% hits;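 active = inhibition above about 55%, limit read from the data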;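 note: 0% = DMSO-treated cells and 100% = wells with medium but no cells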
# CCR6 antagonist – CCR6 receptor antagonists, primary screen, cell-based, CHO-K1, luminescence, beta-arrestin, uHTS. inhibition, % at 20 µM. 340,000 compounds, 0.49% hits. CHO-K1 CCR6 PathHunter beta-arrestin, CCL20-stimulated;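 active = compounds whose inhibition of the agonist-driven luminescence signal at 20 µM reaches about 50%, limit read from the data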;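 note: cells stimulated with CCL20 at 14 nM final; plate controls were DMSO with CCL20 for no effect and DMSO without agonist for full effect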
# Target sequence (P51684 whole entry, looked up): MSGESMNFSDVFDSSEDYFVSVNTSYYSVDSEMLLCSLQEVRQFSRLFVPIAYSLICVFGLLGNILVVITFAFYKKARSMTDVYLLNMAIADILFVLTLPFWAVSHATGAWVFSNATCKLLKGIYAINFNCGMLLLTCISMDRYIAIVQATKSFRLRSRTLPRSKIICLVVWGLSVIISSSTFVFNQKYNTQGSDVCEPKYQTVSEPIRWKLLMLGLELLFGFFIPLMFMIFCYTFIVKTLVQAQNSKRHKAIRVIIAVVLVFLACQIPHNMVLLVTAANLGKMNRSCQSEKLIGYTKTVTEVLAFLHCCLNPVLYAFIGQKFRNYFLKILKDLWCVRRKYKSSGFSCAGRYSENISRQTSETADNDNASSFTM
# APOBEC3G inh – APOBEC3G DNA deaminase inhibitors, primary screen, biochemical, fluorescence, single-stranded DNA substrate, uHTS | recombinant A3G, ssDNA deamination FAM/TAMRA fluorescence | inhibition, % at 20 µM | 330,000 compounds, 0.28% hits;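 active = inhibition of at least 40% at 20 µM, with no more than 30% in the related APOBEC3A deaminase screen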;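 note: plate controls were DMSO wells with A3G for no effect and wells lacking A3G enzyme for full effect; some compounds called inactive have numbers as strong as hits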
# * hit, by the source's call; · = not tested or not shown; & = joins results of further samples.
[1] Cc1cc(NC(=O)c2ccccc2F)n(C(C)(C)C)n1
[2] Cc1cc(C)n(-c2nncc(-c3ccccc3)n2)n1
[3] CCOc1ccccc1C=NNC(=O)C1CC1
[4] COc1ccc(CCN2C(=O)CC(N3CCOCC3)C2=O)cc1 (stereo not given)
[5] COc1ccc(CCNC(=O)C2CCN(Cc3nc(-c4cccc(Cl)c4)oc3C)CC2)cc1OC
[6] COc1cc(OC)c(C2=NOC(C(=O)N3CCN(C(=O)c4ccco4)CC3)C2)cc1Cl (stereo not given)

Assay by compound	1	2	3	4	5	6
A3A deaminase	-3	-1	·	0	-6	-3
NR3A LBD binder	0	2	-1	4	2	-1
EBI2 block	-8	-4	4	0	-13	-10
CXCR6 inh	5	0	0	3	-3	2
MPTP inh	1.3	0.3	-0.7	-1.8	52*	-0.7
Gli-Sufu block	0	3	1	-4	-10	-1
CCR6 antagonist	-7	1	-10	9	6	8
APOBEC3G inh	4	-5	·	-6	-8	-13

# Whole records from above.
# COc1ccc(CCN2C(=O)CC(N3CCOCC3)C2=O)cc1 (stereo not given) in the list: A3A deaminase = 0; NR3A LBD binder = 4; EBI2 block = 0; CXCR6 inh = 3; MPTP inh = -1.8; Gli-Sufu block = -4; CCR6 antagonist = 9; APOBEC3G inh = -6
# COc1cc(OC)c(C2=NOC(C(=O)N3CCN(C(=O)c4ccco4)CC3)C2)cc1Cl (stereo not given) in the list: A3A deaminase = -3; NR3A LBD binder = -1; EBI2 block = -10; CXCR6 inh = 2; MPTP inh = -0.7; Gli-Sufu block = -1; CCR6 antagonist = 8; APOBEC3G inh = -13

# Later entries.
[7] CC1N(C)c2cc(NC(=O)c3ccco3)c(P(=O)(Nc3ccc([N+](=O)[O-])cc3)N3CCOCC3)cc2C1(C)C (stereo not given)
[8] COc1cc(Cn2c(-c3ccc(O)c(OC)c3)nc3ccccc32)ccc1O
[9] COc1ccc(C(=O)N/N=C\C(C)=C\c2ccccc2)cc1OC
[10] COc1ccc(C2OC(=O)CC2C(=O)NC(C)C)cc1 (stereo not given)
[11] COc1ccccc1N=C1SC(C(=O)Nc2cccc(Cl)c2Cl)C(N)=C1C(N)=O (stereo not given)
[12] NC(=O)N/N=C/c1ccccc1OCC(=O)NCc1ccccc1

Assay by compound	7	8	9	10	11	12
A3A deaminase	1	5	2	-2	-11	-2
NR3A LBD binder	-9	-2	1	-3	0	-4
EBI2 block	5	12	5	-5	6	0
CXCR6 inh	10	6	3	-4	4	-5
MPTP inh	-1.0	-0.4	1.2	0.8	1.8	-1.6
Gli-Sufu block	23	15	-1	-1	-5	-2
CCR6 antagonist	23	3	12	10	4	3
APOBEC3G inh	-3	-1	0	-3	-5	-6

[13] Cc1cccc(NC(=O)CC(C)(C)C)c1
[14] CC(=O)Nc1sc(C)c(C)c1C(=O)OCC(=O)NCc1ccc(F)cc1
[15] CCc1cc2c(SCC(=O)C(C#N)=C3N(C)c4ccccc4N3C)ncnc2s1
[16] COc1ccc(NS(=O)(=O)c2cc(NC(=O)c3ccc(C)o3)ccc2N2CCCCC2)cc1
[17] CCOc1ccc(NS(=O)(=O)c2ccc(OCC)c3ncccc23)cc1
[18] C=CCc1ccc(OCCOc2ccc(/C=N/n3cnnc3)cc2OCC)c(OC)c1

Assay by compound	13	14	15	16	17	18
A3A deaminase	-2	-1	-2	-5	7	8
NR3A LBD binder	4	-1	-1	-18	10	-1
EBI2 block	-6	10	-7	6	3	-8
CXCR6 inh	-4	3	-13	3	7	-2
MPTP inh	1.2	-0.2	-1.7	-2.5	1.2	-0.9
Gli-Sufu block	-22	-3	3	-4	10	-4
CCR6 antagonist	13	13	12	3	12	-3
APOBEC3G inh	-9	-7	-4	-3	1	10

[19] COc1ccc(N2CC(C(=O)N[C@H](C(=O)NC3CCCCC3)C(C)C)CC2=O)cc1 (stereo not given in full)
[20] CCOC(=O)C1CCN(c2ccc([N+](=O)[O-])cc2S(=O)(=O)N2CCOCC2)CC1
[21] COc1ccc(NC2CCCN(C(=O)c3cc(CC(C)C)nc(N)n3)C2)cc1 (stereo not given)
[22] O=C1CCc2cc(S(=O)(=O)NCCc3ccc(Cl)cc3)cc3c2N1CC3
[23] O=S(=O)(Cc1ccccc1)N1CCN(Cc2ccc(F)cc2Cl)CC1
[24] COc1ccc(F)cc1C(=O)C1CCCN(C(=O)Cc2c(C)noc2C)C1 (stereo not given)

Assay by compound	19	20	21	22	23	24
A3A deaminase	-4	-1	-4	0	0	2
NR3A LBD binder	1	-2	3	-3	0	-3
EBI2 block	11	-4	-2	-1	6	-2
CXCR6 inh	5	18	-2	4	6	0
MPTP inh	-3.5	-1.2	-0.3	-0.7	-1.6	-1.4
Gli-Sufu block	-8	-10	6	7	19	40
CCR6 antagonist	9	16	-5	0	11	3
APOBEC3G inh	-10	-4	-1	-6	-2	-5

[25] COc1ccccc1N1CCN(Cc2cc(=O)c(OCC#N)co2)CC1
[26] O=C(CSCc1ccccc1)N1CCN(Cc2ccc3c(c2)OCO3)CC1
[27] COC(=O)Nc1ccc(Cc2ccncc2)cc1
[28] CCOC(=O)C(=O)Nc1cc(C(=O)OC)cc(C(=O)OC)c1
[29] Cc1nn(-c2ccccc2)c2sc(C(=O)NCCN3CCOCC3)cc12
[30] C[C@H](NC(=O)c1cccc([N+](=O)[O-])c1)C(=O)OCC(=O)c1ccccc1Br

Assay by compound	25	26	27	28	29	30
A3A deaminase	-3	1	-1	1	-6	-3
NR3A LBD binder	-3	0	-3	-1	-2	-1
EBI2 block	-1	2	-4	11	17	-5
CXCR6 inh	-9	-2	-1	-8	-1	0
MPTP inh	-2.2	-1.0	0.5	-3.9	-0.3	0.1
Gli-Sufu block	-9	3	-2	-2	5	-3
CCR6 antagonist	-8	14	6	7	3	-8
APOBEC3G inh	-5	0	-6	-5	-7	13

[31] O=C(CSCC(=O)N1CCOCC1)Nc1nc(-c2ccccc2)cs1
[32] NC(=O)c1ccccc1[N+](=O)[O-]
[33] COc1ccc(CC(=O)Nc2cc3oc4ccccc4c3cc2OC)cc1
[34] Cc1cc(CNC(=O)Nc2ccc3c(c2)OCO3)nn1C
[35] COc1ccc(S(=O)(=O)N(CCc2ccccc2)CC(=O)O)cc1Cl
[36] O=C(O)c1ccc(-n2nnnc2SCc2cccc(Br)c2)cc1

Assay by compound	31	32	33	34	35	36
A3A deaminase	3	-5	2	-2	-1	-3
NR3A LBD binder	-1	0	-2	-2	-1	0
EBI2 block	-6	3	14	-6	-1	2
CXCR6 inh	-3	-4	-4	-4	3	-5
MPTP inh	-0.3	-0.7	2.4	-2.2	-2.5	0.5
Gli-Sufu block	-27	9	-39	-16	0	19
CCR6 antagonist	4	-4	-1	-3	14	5
APOBEC3G inh	-1	-8	-9	-2	-5	-5

[37] COC(=O)C1=C(C)N(CCc2ccccc2)C(=O)C1
[38] O=C(C[n+]1ccccc1)c1ccc(Cl)cc1
[39] Fc1ccc(-n2c(-c3ccco3)n[nH]c2=S)cc1
[40] O=C(Nc1ccc(NC(=O)c2cccs2)cn1)c1ccco1
[41] O=C(CN1C(=O)NC2(CCCC2)C1=O)Nc1ccccc1-c1ccccc1
[42] NS(=O)(=O)c1ccc(CCNCc2ccccc2OCc2ccc(F)cc2)cc1

Assay by compound	37	38	39	40	41	42
A3A deaminase	-3	16	·	-1	11	-3
NR3A LBD binder	-1	0	0	3	-1	0
EBI2 block	-4	-2	-3	3	-12	7
CXCR6 inh	7	1	14	-7	-2	2
MPTP inh	1.0	-0.9	-0.1	-1.4	0.5	8.9
Gli-Sufu block	9	7	-1	-91	3	18
CCR6 antagonist	11	-2	0	9	2	16
APOBEC3G inh	-4	9	·	0	-3	-9

[43] COc1ccc(C(=O)OCCOc2ccccc2C(C)=O)c(O)c1
[44] CN1CCN(S(=O)(=O)c2cccc(C(=O)Nc3ccc(Br)cc3Br)c2)CC1
[45] CC1CCCCN1CCCNC(=O)c1ccc2c(=O)n(CCc3ccccc3)c(=O)[nH]c2c1 (stereo not given)
[46] Cc1cccc(OCCCSc2nc3ccc(C)cc3[nH]2)c1
[47] C=CCNC(=O)C1CC2Cn3c(nc4cc5ccccc5cc43)C2N1C (stereo not given)
[48] Cc1cc(C)n(-c2nc(O)cc(=O)[nH]2)n1

Assay by compound	43	44	45	46	47	48
A3A deaminase	4	0	-2	0	1	1
NR3A LBD binder	3	1	0	-3	12*	-1
EBI2 block	8	3	-5	-1	-19	-5
CXCR6 inh	-5	3	4	-7	-3	-1
MPTP inh	-0.5	0.4	1.1	10	-0.4	-4.3
Gli-Sufu block	-4	14	10	-14	-20	-2
CCR6 antagonist	10	14	1	18	4	33
APOBEC3G inh	-5	-9	-3	-4	-4	1

[49] CC(OC(=O)CCCC(=O)Nc1ccccc1)C(=O)c1ccccc1 (stereo not given)
[50] COc1ccccc1NC(=O)/C(=C\c1cccnc1)NC(=O)c1ccccc1
[51] CC(N)C12CC3CC(CC(C3)C1)C2 (stereo not given)
[52] CCCC(=O)Nc1ccc(S(=O)(=O)N2CCOCC2)cc1
[53] Cc1oc2cc3oc(=O)c(CCC(=O)NCCCN4CCCC4=O)c(C)c3cc2c1C
[54] Cc1ccc(C(=O)N[C@@H](C)CN2C3=NC[C@H](C(C)C)N3C[C@H]2Cc2ccc(O)cc2)cc1Br

Assay by compound	49	50	51	52	53	54
A3A deaminase	-4	-2	-1&0	-4	0	-6
NR3A LBD binder	-2	1	1&-1	2	-2	-2
EBI2 block	-3	-5	-9&2	-1	-1	-5
CXCR6 inh	8	-3	6&4	-13	-2	10
MPTP inh	-0.1	-2.7	-2.6&1.2	-0.5	-0.4	-0.4
Gli-Sufu block	-23	9	5&1	-1	1	16
CCR6 antagonist	3	13	13&7	1	13	-3
APOBEC3G inh	-11	-20	-7&-5	-11	18	-7

# Only CCR6 antagonist and A3A deaminase, for some of the entries so far:
entry	SMILES	CCR6 antagonist	A3A deaminase
49	CC(OC(=O)CCCC(=O)Nc1ccccc1)C(=O)c1ccccc1 (stereo not given)	3	-4
51	CC(N)C12CC3CC(CC(C3)C1)C2 (stereo not given)	13&7	-1&0

# Other records
[55] COc1ccccc1NC(=O)c1ccc(COc2ccc3c(c2)CCC3)cc1
[56] O=C(CSc1nnc(CN2CCOCC2)n1-c1ccc(Cl)cc1)N1CCc2ccccc21
[57] O=C(NCCN1CCCC1)c1ccc(Cn2c(=S)[nH]c3cc4c(cc3c2=O)OCO4)cc1
[58] Nc1nc(SCC(=O)Nc2ccccc2)[nH]c(=O)c1-c1ccccc1
[59] Cc1ccc2cc(C#N)c(N3CCCC3)nc2c1C
[60] CCc1ccc(NC(=O)CO/N=C(\C)c2cc3ccccc3o2)cc1

Assay by compound	55	56	57	58	59	60
A3A deaminase	3	-3	5	2	-2	1
NR3A LBD binder	2	-8	-1	-2	-3	-8
EBI2 block	-1	2	-9	-7	5	8
CXCR6 inh	-8	-17	-2	-5	-1	-2
MPTP inh	-1.0	-4.1	-1.2	1.7	-0.3	8.9
Gli-Sufu block	-31	-13	13	4	-7	25
CCR6 antagonist	16	-8	24	-12	7	8
APOBEC3G inh	-3	-7	12	-5	-5	-6
